CF NFkB inh: cystic fibrosis NF-kB activation inhibition. KKLEB NF-kB-GFP reporter, PAF-induced, GFP fluorescence overnight. 360,000 tested, 0.86% active. inhibition, % at 5 µM;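 active = at least 50% inhibition at 5 µM, scaled per plate between neutral and stimulator controls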;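 note: PAF is a Pseudomonas aeruginosa culture filtrate used as stimulus; plate controls were PAF-stimulated DMSO wells for no effect and unstimulated DMSO wells for full effect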
Peg3 promoter: Peg3 promoter activity inhibition | HeLa PEG-Prom luciferase reporter, luminescence, overnight | AID 588405 | 360,000 tested, 1.7% active | inhibition, % at 20 µM;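 active = inhibition of at least 50% at 20 µM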
HIF-2a block: inhibitors of HIF-2a; AID 624352; 360,000 tested, 0.72% active; 786-0 RCC cells HIF-2a reporter, luciferase luminescence, overnight; inhibition, % at 18.8 µM;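 active = inhibition of the luminescence signal of 40% or more relative to plate controls, in a single-dose primary screen at 18.75 µM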
EBV LMP1 NFkB: inhibitors of Epstein-Barr LMP1-induced NF-kappaB reporter; LMP1-induced NF-kappaB luciferase reporter cells, luminescence; inhibition, % at 12.5 µM; 350,000 tested, 0.69% active; AID 504558; in the data active = inhibition above about 41%;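 note: 0% = neutral control wells and 100% = reference inhibitor control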
NR2E3 ag-1: human photoreceptor-specific nuclear receptor agonism | Q9Y5X4 | CHO-S Gal4-NCOR/VP16-NR2E3 two-hybrid, luciferase | inhibition of corepressor binding, % at 3.98 µM | 360,000 tested, 0.35% active | AID 602229;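 active = inhibition above the mean of all tested compounds plus 3 SD, cut at about 70% in these data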;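 note: 0% = DMSO with NR2E3 transfected cells and 100% = cells lacking NR2E3 construct; higher means lower luciferase signal from less NR2E3 corepressor binding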
Target sequence (Q9Y5X4 whole entry, looked up, the tested form may be a part): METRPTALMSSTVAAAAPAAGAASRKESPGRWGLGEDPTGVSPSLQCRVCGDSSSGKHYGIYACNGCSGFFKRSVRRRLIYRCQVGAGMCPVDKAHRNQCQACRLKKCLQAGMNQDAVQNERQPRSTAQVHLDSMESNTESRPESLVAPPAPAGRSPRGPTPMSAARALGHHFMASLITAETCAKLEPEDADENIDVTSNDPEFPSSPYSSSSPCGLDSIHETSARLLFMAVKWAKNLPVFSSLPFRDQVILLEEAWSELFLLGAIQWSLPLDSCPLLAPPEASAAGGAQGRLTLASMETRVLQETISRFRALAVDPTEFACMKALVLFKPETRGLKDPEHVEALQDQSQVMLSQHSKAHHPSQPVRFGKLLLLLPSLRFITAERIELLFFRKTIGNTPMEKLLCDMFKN
TRPM1 prom inh: MITF TRPM1 promoter inhibition in SK-MEL-5 cells; SK-MEL-5 TRPM1 promoter luciferase, 24 h; inhibition, % at 12.5 µM; 330,000 tested, 0.83% active;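 active = mean inhibition across replicates of 60% or more, whatever share of single replicates reaches that level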; note: values of inactives mirror those of a sister screen read the other way
iPSC survival up: increases survival of single human iPS cells. survival enhancement, % at 20 µM. 360,000 tested, 0.044% active. hiPSC single-cell survival, ATPlite luminescence; 100% = ROCK inhibitor wells, 0% = DMSO; in the data active = survival enhancement above about 18%;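 note: cells exposed to compounds for 16 hours before the ATP read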
KKLEB cytotox: reduces viability of KKLEB cystic fibrosis airway cells; KKLEB CF airway cells viability, ATPlite luminescence, overnight; active compounds read low; cells stimulated with P. aeruginosa culture filtrate; activity change (cytotoxicity), % at 5 µM; 360,000 tested, 0.36% active; AID 602141;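 active = corrected activity change at or below -50% at 5 µM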
Shn3 inh set2: reduces Shn3 3'UTR luciferase signal in osteoblasts | Clone20 osteoblast Shn3 3'UTR firefly luciferase, 24 h | inhibition, % at 12.5 µM | 360,000 tested, 0.52% active | AID 588674;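 active = mean inhibition of at least 75% with every replicate also reaching 75%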;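 note: 0% = median of neutral control wells and 100% = pilot-screen positive control compound; some compounds past the cut are filed as inactive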
C8 TRAIL sens: caspase-8 TRAIL sensitization; inhibition (viability loss, TRAIL sensitization), % at 10 µM; AID 624354; NB7+C8 cells + TRAIL, ATPlite viability luminescence; 360,000 tested, 1% active;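 active = compounds causing at least 50% loss of cell viability in the single-dose screen, relative to plate controls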
NR2E3 ag-2: NR2E3 (human) agonism. inhibition of corepressor binding, % at 4.78 µM. GST-NR2E3/biotin-RetCOR TR-FRET, 1536-well. 320,000 tested, 0.12% active. Q9Y5X4. AID 2300;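 active = percent inhibition above the cutoff of mean plus 3 SD of all tested compounds, set per screening campaign, cut at about 20% in these data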;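 note: 0% = DMSO wells and 100% = biotin wells as full block of FRET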
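Material: NR2E3–RetCOR corepressor complex | Quantity: 1.35 nM GST-tagged NR2E3 final | Schedule: 5 h at 4 °C | Replication: Singlicate compound wells | Reagent: RetCOR corepressor, biotinylated, 7 nM | Controls: Biotin wells as high control, 0.6% DMSO wells as low control | Signal: TR-FRET, Eu(K)-anti-GST donor, streptavidin-D2 acceptor, ex 340, em 617/671 nm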
Numbers without * were called inactive; nt = not tested or not shown. The list is partial; rates above refer to the full screens.

SMILES	CF NFkB inh	Peg3 promoter	HIF-2a block	EBV LMP1 NFkB	NR2E3 ag-1	TRPM1 prom inh	iPSC survival up	KKLEB cytotox	Shn3 inh set2	C8 TRAIL sens	NR2E3 ag-2
O=C(Cn1nnc(-c2ccc(Cl)cc2)n1)NC1CC2CCC1C2 (stereo unspecified)	7.8	1.6	7.9	-5.4	13.1	4.0	-0.9	-0.1	-1.7	4.0	-1.6
CCC(=O)N(c1nnc(SC(C)C(=O)Nc2ccc(N3CCOCC3)cc2)s1)C1CC1 (stereo unspecified)	-10.3	2.4	1.2	1.1	-30.2	nt	3.2	1.0	-6.8	-9.9	nt
CCOc1cc(N2CCOCC2)c(OCC)cc1NC(=O)CN1C(=O)NC(C)(c2ccc(OC)cc2)C1=O (stereo unspecified)	-21.9	-10.0	-6.1	-5.9	4.5	7.5	0.0	5.8	-13.5	-0.3	nt
O=C(Cn1cccc1C(=O)c1ccccc1)NCCc1ccc(Cl)cc1	-22.6	-1.7	8.2	-6.6	-45.4	2.7	-0.2	5.9	11.0	-11.5	-1.2
C=CCSc1ncc(C(=O)OCC)c(N)n1	10.1	-141.3	-196.4	-23.8	-33.3	-25.7	1.7	-9.1	-19.5	0.3	0.3
C/C(=N\NC(=O)c1nnn(-c2nonc2N)c1C(C)C)c1cc(C)sc1C	-17.9	-13.6	-15.3	3.4	-27.3	-17.6	-0.4	-0.3	18.9	6.8	-1.7
O=C(COC(=O)COc1ccc(Br)cc1)NCc1ccccc1	9.9	1.9	13.7	-1.1	-13.3	-6.5	-0.4	3.7	-8.3	15.0	-1.3
CC(OC(=O)CSc1ccccc1)C(=O)NC1CCCCC1C (stereo unspecified)	1.9	15.8	9.8	9.1	3.3	-1.9	0.1	-11.0	-6.5	-12.0	nt
CC(C)C(=O)NCc1cc(-c2ccccc2)no1	-10.0	6.0	-1.9	5.8	-26.8	0.7	-0.5	-0.7	-0.7	-3.1	2.3
Cc1ccccc1-n1c(O)c(/C=C/C=Nc2ccccc2)c(=O)[nH]c1=O	5.2	-1.8	10.2	-7.0	-19.0	12.5	0.3	5.4	-10.7	-5.9	-5.9
NS(=O)(=O)c1cccc(NC(=O)c2cccc(S(=O)(=O)N3CCCCCC3)c2)c1	-14.1	24.2	14.4	-1.5	-17.0	0.0	2.0	19.0	18.8	-5.8	nt
c1cc(-c2ccc3nncn3c2)ccc1CN1CCOCC1	0.4	1.5	5.0	nt	-32.0	nt	-1.1	-8.8	-3.9	2.6	nt
COc1cc(C=O)ccc1OCCOCCOc1cc(C)ccc1Cl	-0.6	2.9	-10.6	-0.1	-8.9	2.2	2.8	-6.1	-4.6	-4.3	3.5
Cc1cc2c(cc1S(=O)(=O)NCc1ccc(N(C)C)cc1)OCC(=O)N2	-21.8	-24.8	-30.8	1.8	0.8	nt	0.4	8.3	-16.5	-19.8	0.0
COc1ccc(C2N=C(c3ccccc3)C(C)(C)N2O)cc1 (stereo unspecified)	-10.2	-2.7	-33.5	7.1	-7.7	-1.4	-0.2	14.9	-30.6	-11.1	0.8
O=C(O)c1cc(-c2ccc(Cl)cc2)n(-c2cccc(Cl)c2)n1	4.1	10.7	17.9	-9.1	-1.3	6.0	-0.2	2.3	-12.3	2.7	-1.2
O=[N+]([O-])c1ccc2c(c1)c(-c1ccccc1)nc1nncn12	-20.3	17.9	29.3	-3.4	-13.3	1.7	0.3	-26.4	-6.9	-11.8	nt
O=C(Nn1cnnc1)c1ccc(Cl)cc1[N+](=O)[O-]	-16.0	-0.9	11.4	-4.4	-30.2	4.2	-0.3	1.2	-34.6	3.8	1.5
O=S(=O)(c1ccccc1)N(CC1CO1)c1cc(Cl)ccc1Cl (stereo unspecified)	9.1	9.3	17.5	-5.4	7.6	-7.1	-0.5	-1.0	-15.9	-2.2	1.6
Cc1cc(C(=O)N/N=C/c2ccc(Cl)c([N+](=O)[O-])c2)c(C)n1-c1ccc(F)cc1	1.0	105.3*	60.9*	3.3	-34.5	62.8*	0.9	1.4	11.0	1.7	0.1
CSc1n[nH]c(NCc2ccc(Cl)cc2)n1	9.0	-60.8	-46.5	-7.0	-16.3	-32.7	0.2	10.2	-21.2	5.9	1.9
COc1ccccc1CCNC(=O)CSc1ccc(-c2ccco2)nn1	-2.4	3.1	4.2	3.9	13.3	11.8	-0.6	-5.1	2.6	-16.1	1.9
CCCc1nc2ccc(NC(C)=O)cc2c(=O)n1Cc1ccccc1Cl	21.1	-28.1	-89.8	-5.0	-31.2	-2.1	-0.1	3.6	-8.4	7.1	-0.2
CCN1CCC[C@H]1CNC(=O)c1c(OC)ccc(Br)c1OC	35.7	4.2	10.1	0.1	1.4	5.2	-1.1	25.2	3.5	-0.2	0.4
c1coc(-c2nnc(SCc3cn4ccccc4n3)o2)c1	-7.2	-11.6	-14.8	5.1	1.1	-7.7	-3.0	3.1	1.9	-11.4	-0.6
Cc1ccc(C(=O)OCC(=O)NCCc2ccc(F)cc2)cc1S(=O)(=O)N1CCOCC1	-6.8	3.3	-4.9	-3.9	-3.4	-2.1	1.0	0.0	-7.2	-10.6	nt
O=C(c1cc(-c2cccs2)on1)N1CCc2ccccc2C1	-9.8	-137.4	-231.0	3.7	-64.5	-17.4	0.9	-2.2	7.3	-10.2	2.5
CN(C)c1cccc2c1c(NC(=O)Nc1ccccc1)nn2C	7.2	1.1	7.3	4.2	9.6	8.6	-0.9	-2.4	6.6	-35.4	-3.8
O=C(COC(=O)c1ccccc1Br)NCCN1C(=O)CSC1=O	-4.6	-28.1	-11.6	-6.8	-13.9	-5.7	0.7	-0.9	-18.0	-12.4	0.1
CC(C)(C)c1ccc(CSc2nnc(-c3ccccc3NC(=O)c3ccccc3)o2)cc1	16.0	3.8	14.2	6.4	-23.8	-11.5	-0.5	-6.7	13.7	2.5	-0.1
COc1cc(OC)cc(C(=O)Nn2cc(C(=O)Nc3ccc(F)cc3F)c3ccccc3c2=O)c1	-4.5	18.8	24.8	-1.2	-11.6	24.5	2.6	2.0	13.7	-7.7	-1.4
Cc1noc(N)c1C1(O)C(=O)N(C(C)C)c2ccccc21 (stereo unspecified)	16.3	-2.1	10.7	5.4	-9.0	-1.7	-1.1	-11.7	62.2	-1.8	1.2
O=C(N/N=C\C=C\c1ccc2c(c1)OCO2)C1COc2ccccc2O1 (stereo unspecified)	-20.0	-7.8	-16.4	3.1	-3.9	-0.9	-0.6	20.2	2.0	-5.0	0.6
CCC(=O)N1CCc2cc(S(=O)(=O)CCC(=O)Nc3ccc(OC)cc3)ccc21	-9.2	-7.3	11.0	4.2	-14.1	5.2	-0.5	-6.7	-1.5	0.4	1.8
CC(=O)NC(=S)Nc1ccc(S(=O)(=O)Nc2ncccn2)cc1	-18.3	5.2	4.2	-30.9	-2.8	-20.6	-0.1	5.4	-17.6	-13.3	0.6
CCOC(=O)c1c(C)nn(Cc2ccccc2)c1N	15.3	15.4	13.5	-4.6	-1.8	-2.1	0.8	-6.5	0.9	2.5	0.8
Cc1cccc(NC(=S)NC2CC3CCCC(C2)N3Cc2cccs2)c1C (stereo unspecified)	11.4	-0.2	7.9	-16.2	-8.1	-11.2	-3.7	-6.2	7.2	-8.0	5.1
CCOc1ccc(C(C)=O)cc1CN1C(=O)NC2(CCCCCCC2)C1=O	-10.5	-13.1	8.6	1.9	-2.2	0.6	0.1	11.0	7.8	-10.4	1.7
COC(=O)c1ccccc1NC(=O)C1CCN(S(C)(=O)=O)CC1	-11.9	8.3	-4.9	-10.8	11.2	8.8	-0.4	-9.6	-12.3	-21.3	2.2
CC1=NNC(=O)C1CCC(=O)N/N=C/c1ccc(Cl)cc1 (stereo unspecified)	-17.9	7.0	14.0	-7.2	-4.4	-14.1	-0.3	5.0	-16.1	-2.8	3.7
CC(Oc1cc2oc(=O)c3c(c2cc1Cl)CCC3)C(=O)NCCCN1CCCC1=O (stereo unspecified)	-20.2	6.2	0.1	0.9	-5.7	-6.6	-0.1	4.2	-4.0	-11.6	2.2
c1nnn(C23CC4CC(CC(C4)C2)C3)n1	-8.1	2.4	6.2	5.6	5.9	-2.7	-2.7	14.3	-8.5	-17.3	0.9
COc1cc(OC)cc(C(=O)NCC(=O)OCC(=O)N2CC(C)CC(C)C2)c1 (stereo unspecified)	-0.5	13.8	11.1	-6.7	6.7	-10.7	-1.8	-1.4	-5.5	0.0	-0.1
O=C(c1ccco1)N1CCN=C1SCc1cccc(Cl)c1	-14.3	-15.1	-12.3	6.1	-21.4	-17.7	0.0	15.6	-0.9	-3.0	7.7
O=C(c1ccc(CN2CCOCC2)cc1)N1CCN(c2ccccc2F)CC1	4.8	-4.9	8.9	3.7	9.9	15.2	2.4	6.0	-1.0	14.5	2.1
CSc1ccccc1-c1ccc2nccn2c1	5.4	1.6	3.9	nt	9.0	nt	4.5	7.4	1.5	-4.5	nt
O=[N+]([O-])c1ccccc1N=Nc1c(O)[nH]c2ccc(F)cc12	-16.6	-219.5	-119.0	-62.8	-35.6	-29.7	-2.4	-0.4	85.1*	-11.9	nt
O=C(c1ccc(S(=O)(=O)N2CCCC2)cc1)N(c1ccc(F)cc1)C1C=CS(=O)(=O)C1 (stereo unspecified)	-1.2	3.3	12.7	3.0	-9.0	2.7	-0.6	-3.2	-2.1	-10.8	0.4
O=C(NCc1cccnc1)c1ccccc1NS(=O)(=O)c1ccc(F)cc1	2.5	18.8	16.6	-4.8	-14.3	14.2	-0.4	-20.5	-12.9	-3.7	1.7
Cn1c(=O)c2[nH]c(CNc3ccc(C(=O)O)cc3)nc2n(C)c1=O	-11.4	4.6	8.2	-4.6	-22.4	-3.0	-0.6	19.6	1.9	-4.3	0.2
O=C(Oc1cccc(N2C(=O)CCC2=O)c1)c1ccccc1	6.2	-1.8	-4.9	-25.5	-9.2	16.1	1.9	-0.4	-3.9	-9.5	0.1
COc1cccc(NC(=O)COC(=O)c2ccc3c(c2)OCCO3)c1	-55.5	2.0	3.8	-6.3	2.3	nt	-1.3	12.0	-7.2	-0.2	nt
COC(=O)c1cc(=O)c2c(ccc3oc(=O)ccc32)[nH]1	5.7	9.3	6.7	nt	-23.7	nt	-0.4	-15.5	5.1	1.1	nt
